Bcl-W Bim block = disrupts Bim peptide binding to human Bcl-W; inhibition, % at 10 µM; Q92843; 190,000 compounds, 0.02% hits; AID 952; bead-based flow cytometry;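 note: 0% = bound tracer without compound and 100% = peptide blocker; higher means less fluorescent Bim peptide bound to Bcl-W beads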
Bim-Mcl-1 = inhibitors of Bim-Mcl-1 interaction, human. 190,000 compounds, 0.1% hits. Q07820. Bead-based flow cytometry, Bim peptide-Mcl-1 binding. AID 1009. inhibition, % at 10 µM;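 note: 0% = no compound tracer wells and 100% = peptide blocker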
Target sequence (Q07820 whole entry, looked up): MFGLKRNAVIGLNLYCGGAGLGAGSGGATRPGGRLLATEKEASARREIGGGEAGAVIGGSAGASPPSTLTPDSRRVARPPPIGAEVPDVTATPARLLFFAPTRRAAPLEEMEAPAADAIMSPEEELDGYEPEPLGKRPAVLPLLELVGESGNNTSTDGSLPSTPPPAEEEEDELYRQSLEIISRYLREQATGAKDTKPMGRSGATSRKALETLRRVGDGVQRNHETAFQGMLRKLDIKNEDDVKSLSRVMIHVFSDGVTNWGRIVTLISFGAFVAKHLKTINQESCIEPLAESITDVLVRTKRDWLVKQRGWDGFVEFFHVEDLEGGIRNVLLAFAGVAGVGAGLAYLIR
Bim-Bcl-XL = inhibitors of Bim-Bcl-XL interaction, human; inhibition, % at 10 µM; AID 1007; 190,000 compounds, 0.04% hits; Bim peptide-Bcl-XL binding, bead flow cytometry, fluorescence; Q07817
Target sequence (Q07817 whole entry, looked up): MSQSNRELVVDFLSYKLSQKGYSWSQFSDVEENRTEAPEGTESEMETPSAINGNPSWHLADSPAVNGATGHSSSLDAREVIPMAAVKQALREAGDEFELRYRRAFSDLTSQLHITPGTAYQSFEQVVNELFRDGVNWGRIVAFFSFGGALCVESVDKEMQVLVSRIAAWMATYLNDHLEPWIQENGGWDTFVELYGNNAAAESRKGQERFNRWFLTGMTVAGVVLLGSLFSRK
RGS7-Gao = human RGS7-Galphao interaction regulation; P09471; Multiplexed bead flow cytometry, RGS7-Galphao binding; actives lie on both sides; binding response (% of control), % at 10 µM; 220,000 compounds, 0.35% hits; AID 1439; in the data active = binding response below about 49% or above about 150%; inconclusive = no clear call, values can overlap the other calls; inactive = in between;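 note: fluorescent Galphao held in activated GDP-AlF4 state binding bead-coupled RGS7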
Mcl1 Bid PPI = disrupts binding of human Mcl-1 to Bid peptide; Q07820; TR-FRET Mcl-1/Bid-Dy647 peptide binding, 1536-well; inhibition, % at 21.7 µM; 220,000 compounds, 0.97% hits; AID 1021;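 active = compounds that cut the binding signal by more than half at the single screening dose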;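 note: His-tagged Mcl-1 with europium anti-His antibody binding Bid BH3 peptide; 0% = Mcl-1 plus peptide wells and 100% = peptide-only wells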
Bcl-B Bim block = inhibitors of Bim-Bcl-B interaction, human | 190,000 compounds, 0.073% hits | inhibition, % at 10 µM | bead-based flow cytometry, Bim peptide-Bcl-B binding | Q9HD36;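 note: 0% = tracer peptide without compound and 100% = reference inhibitor peptide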
Bcl-2 Bim block = disrupts Bim peptide binding to human Bcl-2; P10415; Bead-based flow cytometry, Bim peptide-Bcl-2 binding; inhibition, % at 10 µM; 190,000 compounds, 0.06% hits; in the data active = inhibition above about 40%; inconclusive = no clear call, values can overlap the other calls;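 note: 0% = no compound wells with probe peptide and 100% = reference peptide inhibitor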
Target sequence (P10415 whole entry, looked up): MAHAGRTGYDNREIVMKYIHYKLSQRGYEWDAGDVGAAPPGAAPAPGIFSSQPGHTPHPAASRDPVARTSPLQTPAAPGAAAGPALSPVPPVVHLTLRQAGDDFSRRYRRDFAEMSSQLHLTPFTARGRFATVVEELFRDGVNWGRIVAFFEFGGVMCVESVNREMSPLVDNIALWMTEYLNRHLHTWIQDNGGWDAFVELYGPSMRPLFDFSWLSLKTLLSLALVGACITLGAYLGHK
RGS8-Gao = human RGS8-Galphao interaction regulation | multiplexed bead flow cytometry, RGS8-Galphao binding; actives lie on both sides | 220,000 compounds, 0.34% hits | response (percent of control binding), % at 10 µM; in the data active = response below about 60% or above about 140%; inactive = in between;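 note: Galphao activated as the GDP aluminium fluoride complex binding bead-coupled RGS8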
Bim-Bfl-1 = human Bim-Bfl-1 interaction inhibition. Bead-based flow cytometry, Bim-Bfl-1 binding inhibition. AID 1008. 190,000 compounds, 0.12% hits. Q16548. inhibition, % at 10 µM;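 note: 0% = wells without compound plus tracer and 100% = blocker peptide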
RGS4-Gao reg = modulates binding of RGS4 to human Galphao. 220,000 compounds, 0.33% hits. binding response (% of control), % at 10 µM. AID 1415. Multiplexed bead flow cytometry; actives lie on both sides. P09471; in the data active = binding response below about 49% or above about 150%; inactive = in between;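 note: fluorescent Galphao activated with aluminum fluoride binding bead-coupled RGS4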
GSH fluor = GSH bead compound fluorescence profile; GSH beads flow cytometry, compound fluorescence 488/530 nm; stronger effect = higher value; fluorescence (KMESF) at 10 µM; 190,000 compounds, 0.25% hits; in the data active = fluorescence above about 89;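 note: glutathione beads carrying GST-tagged Bcl family fusion proteins plus one bare bead set; values are compound well signal with DMSO vehicle wells as background; inactives centre near 16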
* = called active by the depositor; ? = inconclusive; / = no result given. Cut-off read from the data, not from the text of the source, unless noted: active = inhibition above about 40%.

Mcl1 Bid PPI,Bim-Bcl-XL,GSH fluor,Bcl-B Bim block,Bcl-2 Bim block,RGS4-Gao reg,RGS8-Gao,Bim-Bfl-1,Bim-Mcl-1,Bcl-W Bim block,RGS7-Gao,SMILES
3.7,-2.0,14,-1.0,1.0,104.6,108.8,-5.0,1.0,0.0,104.0,O=C(COc1cccnc1[N+](=O)[O-])NCCc1ccc(Cl)cc1
-6.7,-6.0,11,-14.0,-7.0,101.2,101.3,-9.0,-2.0,0.0,100.8,COc1ccc(Cc2noc(-c3ccc(C)cc3)n2)cc1
-38.1,0.0,21,-1.0,0.0,100.8,104.5,-1.0,-1.0,-5.0,102.6,COc1ccc(S(=O)(=O)n2c(CCN3CCOCC3)nc3ccccc32)cc1
-33.0,0.0,54,-8.0,1.0,99.1,99.9,0.0,4.0,2.0,101.4,N#Cc1sc2nc(-c3cccs3)cc(-c3ccccc3)c2c1N
6.3,-1.0,26,3.0,0.0,103.2,105.2,-1.0,-1.0,0.0,110.5,CCOc1ccc(Br)cc1S(=O)(=O)N1CCC(C(N)=O)CC1
44.1,-3.0,16,0.0,-5.0,99.3,99.5,-1.0,0.0,-1.0,99.3,O=C(CN1CCN(C2CCCCC2)CC1)Nc1ccccc1-c1ccccc1
-29.4,-9.0,9,-13.0,-3.0,101.3,103.5,1.0,-7.0,-5.0,103.6,COc1cccc(NC(=O)c2cc(OC)c(OC)c(OC)c2Br)c1
-17.5,1.0,15,-1.0,4.0,98.7,100.7,-3.0,0.0,0.0,98.2,C[C@@H]1CN(C(=O)c2nc3ccc(Cl)cn3c2CN[C@H]2CCCCNC2=O)C[C@H](C)O1
-55.1,-1.0,25,-4.0,0.0,92.1,92.8,-3.0,1.0,-1.0,87.0,Cc1cc(C)c2[nH]c(=O)c(CN(Cc3cccnc3)C(=S)NCCCN(C)C)cc2c1
-2.2,-4.0,13,-7.0,-3.0,102.5,102.1,-14.0,0.0,-2.0,107.8,c1cncc(-c2nn3cnnc3s2)c1
-41.1,1.0,17,-3.0,-1.0,99.8,100.4,-2.0,0.0,3.0,94.6,CCn1nc(C)c(CNC(=O)CCc2nnc(Cc3c[nH]c4ccccc34)o2)c1C
-19.9,-5.0,17,-5.0,-2.0,101.5,99.2,0.0,0.0,1.0,?,C/C(=N\NC(=O)c1cc(-c2ccco2)nc2ccccc12)c1cccnc1
-18.0,-1.0,13,-4.0,-3.0,97.6,98.5,-3.0,-2.0,0.0,?,CSc1ncccc1C(=O)OCc1ccc([N+](=O)[O-])cc1
-8.4,-3.0,13,3.0,-2.0,102.3,98.1,0.0,0.0,1.0,99.7,CC(C)OC(=O)CSc1nc2ncc(Cl)cc2[nH]1
-8.6,-2.0,27,-6.0,-10.0,103.0,104.0,-10.0,-1.0,0.0,102.5,Cc1c(Nc2ncnc3nc[nH]c23)c(=O)n(-c2ccccc2)n1C
-8.2,-9.0,11,-7.0,0.0,98.9,98.0,-1.0,-2.0,-2.0,99.9,CN(CC(=O)Nc1ccc(Cl)c(Cl)c1)C(=O)/C=C/c1ccc(F)cc1

Copied from above, two compounds:
Mcl1 Bid PPI,Bim-Bcl-XL,GSH fluor,Bcl-B Bim block,Bcl-2 Bim block,RGS4-Gao reg,RGS8-Gao,Bim-Bfl-1,Bim-Mcl-1,Bcl-W Bim block,RGS7-Gao,SMILES
-38.1,0.0,21,-1.0,0.0,100.8,104.5,-1.0,-1.0,-5.0,102.6,COc1ccc(S(=O)(=O)n2c(CCN3CCOCC3)nc3ccccc32)cc1
-33.0,0.0,54,-8.0,1.0,99.1,99.9,0.0,4.0,2.0,101.4,N#Cc1sc2nc(-c3cccs3)cc(-c3ccccc3)c2c1N

Other results:
Mcl1 Bid PPI,Bim-Bcl-XL,GSH fluor,Bcl-B Bim block,Bcl-2 Bim block,RGS4-Gao reg,RGS8-Gao,Bim-Bfl-1,Bim-Mcl-1,Bcl-W Bim block,RGS7-Gao,SMILES
-6.0,2.0,22,-1.0,2.0,98.5,101.1,3.0,-1.0,1.0,102.0,COc1ccccc1-c1c(C(F)(F)F)oc2cc(OC(=O)c3ccccc3[N+](=O)[O-])ccc2c1=O
-2.9,-2.0,18,-5.0,2.0,/,/,-2.0,-2.0,-2.0,/,COC(=O)c1cn(CC(=O)NC2CCCCCC2)c2ccccc12
-1.0,-3.0,8,-4.0,-1.0,99.0,97.4,-4.0,-2.0,-1.0,97.9,CCN(C(=O)CN1CC(C)OC(C)C1)c1c(N)n(Cc2ccccc2)c(=O)[nH]c1=O (stereo not drawn)
-11.7,-16.0,50,-6.0,-1.0,116.8,114.1,-5.0,-3.0,-8.0,118.5,CN(CC(=O)NCc1ccncc1)S(=O)(=O)c1ccccc1
-25.8,6.0,11,6.0,6.0,95.3,101.5,4.0,7.0,9.0,104.6,COCCCn1c(SCC(=O)Nc2nnc(C)s2)nnc1-c1ccoc1C
-17.3,-2.0,9,0.0,-5.0,105.0,105.8,-7.0,2.0,0.0,105.9,Cc1nc(Cl)c(S(N)(=O)=O)c(C)c1Cl
-19.6,-6.0,14,1.0,0.0,104.5,101.9,4.0,-2.0,-2.0,?,O=C(OCc1nnc(-c2ccccc2)o1)c1cc([N+](=O)[O-])ccc1Cl
-4.9,-1.0,14,-2.0,-4.0,99.2,101.0,-4.0,0.0,0.0,?,NC(=O)COC(=O)/C=C/c1cccc(Br)c1
-19.0,-6.0,13,-7.0,-1.0,101.6,98.8,-3.0,-4.0,-5.0,98.7,O=C(c1ccc(NC(=S)NCc2ccco2)cc1)N1CCOCC1
-32.3,-7.0,10,-1.0,1.0,101.3,101.0,-3.0,2.0,0.0,102.5,O=C(N/N=C/c1cc([N+](=O)[O-])cc([N+](=O)[O-])c1O)/C(=C\c1cccs1)NC(=O)c1ccccc1
-4.8,0.0,61,5.0,3.0,88.6,93.9,7.0,0.0,8.0,101.9,CC(OCc1ccccc1)C(NC(=O)OC(C)(C)C)C(=O)NCC1CCCO1 (stereo not drawn)
-16.3,-1.0,13,-3.0,0.0,103.2,102.0,-2.0,-1.0,-3.0,103.5,COc1ccc(C)cc1Cn1c(S(C)(=O)=O)nc2ccccc21
-6.9,-5.0,16,-3.0,-3.0,98.5,98.2,-14.0,-1.0,-5.0,100.1,Cc1ccc(S(=O)(=O)NCC2COc3ccccc3O2)cc1 (stereo not drawn)
-39.1,-14.0,28,-10.0,-17.0,101.6,101.6,-22.0,-7.0,-9.0,102.0,O=C(NCc1ccccn1)c1ccc(/C=N/O)nc1
-34.7,0.0,11,0.0,2.0,114.2,110.4,5.0,-1.0,-4.0,118.0,COc1ccc(/C(C)=N/NC(=O)CNC(=O)c2cccs2)cc1
-2.2,-1.0,14,-1.0,1.0,103.7,101.5,-2.0,0.0,2.0,99.0,CCOC(=O)C1(Cc2ccc(Cl)cc2)CCN(Cc2ccon2)CC1
-4.1,0.0,9,-3.0,0.0,102.6,100.1,-5.0,0.0,0.0,102.1,CCC1=NN(S(=O)(=O)c2ccc(C)cc2)C(O)(C(F)(F)F)C1 (stereo not drawn)
-25.3,-5.0,28,1.0,0.0,128.5,128.0,1.0,-1.0,0.0,120.4,O=C1C/C(=C/NCc2ccccc2)C(=O)N1
-1.3,-1.0,54,-1.0,3.0,103.0,98.5,1.0,-1.0,-3.0,104.1,CC(=O)N(Cc1cc2c(C)cc(C)cc2[nH]c1=O)C1CCCCC1
-9.3,10.0,55,-3.0,-4.0,100.7,100.7,-12.0,0.0,5.0,97.2,CCOC(=O)Cc1nn(C)c(=O)c2ccccc12
-2.6,-3.0,18,0.0,2.0,112.7,107.5,3.0,-1.0,-1.0,108.8,C[C@H]1C=C(C(=O)N2CCOCC2)O[C@@H](OCc2ccc(CO)cc2)C1
-19.6,0.0,33,0.0,0.0,97.8,101.1,-4.0,-1.0,-2.0,96.7,Cc1ccc2c3c(c(SCC(=O)Nc4nccs4)nc2c1)CCCC3
-36.5,-6.0,38,-6.0,-8.0,99.7,99.5,-12.0,-1.0,0.0,100.1,Cc1ccc(NC(=O)c2cc(S(=O)(=O)N3CCOCC3)ccc2F)c(C)c1
9.4,-5.0,11,-5.0,-3.0,101.3,102.0,-6.0,-3.0,-3.0,102.7,Cn1c(=O)n(/N=C/c2ccccc2)c2ccccc21
-5.7,-1.0,18,0.0,0.0,98.9,104.0,2.0,0.0,5.0,105.0,CCCCCCCCCC(=O)OCC(O)CO (stereo not drawn)
1.7,6.0,11,4.0,3.0,105.2,101.3,0.0,3.0,6.0,104.3,Cc1ccc(OCCn2cnc3cc([N+](=O)[O-])ccc3c2=O)cc1
-10.7,-8.0,24,-8.0,-7.0,98.8,100.2,-17.0,-3.0,-4.0,97.5,CC1CC(C)(C)NCc2ccccc21 (stereo not drawn)
-40.9,-14.0,55,-6.0,-4.0,99.9,98.7,-4.0,-1.0,-2.0,99.6,C=CCn1c(=S)[nH]c2nc3c(cc2c1=O)COC(C)(C)C3
-2.9,-13.0,9,0.0,-1.0,96.6,95.2,2.0,-28.0,-5.0,95.8,COc1ccc(N2CCN(C(=O)CCCCCn3c(=O)[nH]c4ccsc4c3=O)CC2)cc1
-22.7,-5.0,14,-4.0,-6.0,105.2,112.4,-7.0,0.0,-1.0,109.0,O=C(CN1CCOCC1)Nc1c2c(nc3c1CCC3)CCC2
10.6,-2.0,22,0.0,6.0,102.7,101.0,3.0,3.0,4.0,100.9,CC(=O)Nc1ccc(NC(=O)C2CCCN(c3ncccn3)C2)cc1 (stereo not drawn)
6.6,-4.0,23,-12.0,6.0,103.0,103.0,15.0,0.0,3.0,108.3,CCOc1ccc(C2NC(=O)c3sc(=S)n(-c4ccccc4)c3N2)cc1 (stereo not drawn)
-5.2,0.0,20,5.0,3.0,104.6,123.1,1.0,0.0,5.0,108.0,C[C@@H]1C[C@H]2[C@@H]3C[C@H](F)C4=CC(=O)C=C[C@]4(C)[C@@]3(F)[C@@H](O)C[C@]2(C)[C@@]1(O)C(=O)CO
-9.7,-4.0,59,-2.0,-1.0,99.5,100.7,-6.0,-2.0,-2.0,102.0,CNC(=O)CSc1nnc(-c2cccs2)o1
